Source: PubChem BioAssay (National Center for Advancing Translational Sciences (NCATS))
HEK cytotox – cytotoxic compounds in HEK 293 cells | HEK 293 viability, ATP luminescence (CellTiter-Glo), 48-72 h | Potency, µM (titrated, usually from 115 µM), inactives show at the highest dose activity change, negative = cytotoxicity, usual class: inhibitors | 6.6% of 94,000 active; further: potency means the concentration at half of the fitted maximal effect; nearly all actives have a fitted effect of over 60% in size
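250 HEK 293 cells/well; compound by pintool; incubated 48 or 72 hr at 37 degree Celsius; CellTiter-Glo added, 10 min RT, luminescence imaged.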
3T3 cytotox – kills NIH 3T3 cells; NIH 3T3 viability, CellTiter-Glo ATP luminescence, 48-72 h; AID 1345082; 4.3% of 94,000 active; Potency, µM (highest dose often 96.7 µM), without a hit: top-dose activity change, negative = cytotoxicity, actives largely listed as inhibitors; further: potency means the concentration at half of the fitted maximal effect; nearly all actives have a fitted effect of over 55% in size
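First NIH 3T3 cells are plated at 400 cells/well; next compound is pinned in; then plates incubate 48 or 72 hr at 37 °C; finally CellTiter-Glo is added and luminescence read after 10 min.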
HEK293 viab – cell viability loss counter-screen | HEK-293-SNCA-luc viability, GF-AFC fluorescence, 24 h | 0.12% of 150,000 active | Potency, µM (titrated, usually from 57.1 µM), for inactives: top-dose activity change, negative = cytotoxicity, most hits filed as cytotoxic | AID 1671193;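 further: potency means the concentration at half of the fitted maximal effect; 0% = DMSO-treated cells and -100% = medium-only wells without cells; nearly all actives have a fitted effect of over 30% in size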
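HEK-293-SNCA-luc cells (1500/well) plated 24 h, then exposed 24 h to a dilution series; GF-AFC added 30 min at 37C, fluorescence 405/540 nm; normalised to medium-only and DMSO wells, Hill fit.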
SNCA expr inh – reduces expression of the alpha-synuclein gene | HEK-293 SNCA-luciferase knock-in, luminescence, 24 h | 0.17% of 140,000 active | Potency, µM (series often up to 57.2 µM), for inactives: at the highest dose activity change, negative = inhibition, usual class: inhibitors;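 further: potency means the concentration at half of the fitted maximal effect; plate controls were DMSO cells for no effect and cell-free wells for full effect; nearly all actives have a fitted effect of over 45% in size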
GPT2 inh – blocks human glutamate pyruvate transaminase 2; Recombinant GPT2, coupled pyruvate oxidase/HRP Amplex Red fluorescence; Potency, µM (top dose mostly 57.7 µM), inactives show at the top dose activity change, negative = inhibition, actives largely listed as inhibitors; 0.25% of 100,000 active; AID 1671188; further: potency means the concentration at half of the fitted maximal effect; nearly all actives have a fitted effect of over 60% in size; many of its hits are not listed in these tables
Target sequence (Q8TD30 whole entry, looked up): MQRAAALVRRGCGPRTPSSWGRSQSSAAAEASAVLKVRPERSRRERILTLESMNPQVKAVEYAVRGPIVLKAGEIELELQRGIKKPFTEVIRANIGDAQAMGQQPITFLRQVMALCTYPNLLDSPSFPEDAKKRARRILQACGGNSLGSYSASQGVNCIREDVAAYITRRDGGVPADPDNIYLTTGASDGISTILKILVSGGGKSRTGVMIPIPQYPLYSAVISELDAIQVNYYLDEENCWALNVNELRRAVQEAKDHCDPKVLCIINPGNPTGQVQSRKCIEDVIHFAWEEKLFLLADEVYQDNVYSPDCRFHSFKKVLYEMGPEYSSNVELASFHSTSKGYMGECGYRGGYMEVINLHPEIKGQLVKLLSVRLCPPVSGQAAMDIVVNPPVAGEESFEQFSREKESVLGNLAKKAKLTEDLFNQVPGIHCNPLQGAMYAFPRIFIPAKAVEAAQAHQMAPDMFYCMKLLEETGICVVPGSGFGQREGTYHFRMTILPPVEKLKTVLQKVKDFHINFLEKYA
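Fluorescence read-out: pyruvate from GPT2 turnover coupled to pyruvate oxidase, HRP and Amplex Red (0.2mM ThPP, 0.2U/mL PO and HRP, 50uM Amplex final). Substrates 250uM a-KG, 2mM L-alanine; enzyme 10ng/uL; 30 min RT.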
FLuc inh – Photinus pyralis luciferase inhibition; P08659; purified P. pyralis luciferase, luminescence, biochemical; Potency, µM (series often up to 115 µM), without a hit: top-dose activity change, negative = inhibition, actives largely listed as inhibitors; 2.5% of 76,000 active; AID 1347043; further: potency means the concentration at half of the fitted maximal effect; nearly all actives have a fitted effect of over 65% in size
Target sequence (P08659 whole entry, looked up): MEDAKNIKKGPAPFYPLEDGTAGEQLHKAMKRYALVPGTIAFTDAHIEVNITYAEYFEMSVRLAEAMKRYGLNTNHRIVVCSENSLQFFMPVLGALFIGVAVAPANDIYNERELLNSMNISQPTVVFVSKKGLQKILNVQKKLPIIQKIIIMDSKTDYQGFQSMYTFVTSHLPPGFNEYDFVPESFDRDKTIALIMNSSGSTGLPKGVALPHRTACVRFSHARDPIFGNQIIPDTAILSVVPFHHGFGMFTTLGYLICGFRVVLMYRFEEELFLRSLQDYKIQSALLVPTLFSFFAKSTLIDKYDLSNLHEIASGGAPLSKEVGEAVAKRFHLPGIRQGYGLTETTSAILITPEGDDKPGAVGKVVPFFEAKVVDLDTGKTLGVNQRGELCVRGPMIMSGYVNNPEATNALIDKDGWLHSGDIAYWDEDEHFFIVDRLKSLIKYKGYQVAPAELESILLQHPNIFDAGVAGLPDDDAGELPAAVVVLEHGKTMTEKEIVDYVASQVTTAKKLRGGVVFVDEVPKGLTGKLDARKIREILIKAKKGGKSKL
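Luminescence read by CCD imaging after purified firefly luciferase (10nM final) was added to substrate buffer holding 10uM D-luciferin and 10uM ATP, pH 7.5, pre-dosed with compound.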
IP6K1 inhibitor – IP6K1 kinase inhibition; Q92551; IP6K1 kinase, ADP-Glo luminescence, 2 h; hits give low values; activity change, % (series mostly up to about 58 µM); 0.81% of 140,000 active; AID 1645851; in the data active means activity change below about -25%
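ADP-Glo luminescence measures ADP made by human IP6K1 during a 2 h RT reaction with ATP/IP6 (mix at 1.3 mM/130 uM); top library doses 57.5 and 19.1 uM final.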
The depositor's hits bear a star; i = inactive; ? = inconclusive; nt = not tested or not shown; & = joins results of further samples; ! = repeats disagree; [ ] = dose if it differs, or a comment. Unless noted, the call rests on the fitted dose curve; in most records, active means well fitted curve in the direction sought with a large enough effect; inconclusive means small, poorly fitted or top-dose-only effect, or another doubt; inactive means no such curve, though single readings can be large; an effect the other way counts as inactive or inconclusive. Unless noted, on the % scale 0 is the no-effect control and ±100 the full control effect. Only part of the results is shown; the hit share may differ from the screen's.

[1] Cc1cnc(CCNC(=O)Cn2c(=O)oc3ccccc32)n1C1CCC1
[2] Cc1nn(C)c(C)c1CCC(=O)N1CCCC(N(C)C)CC1 (stereo not given)
[3] Cc1ccc(S(=O)(=O)N2CC[C@H](c3n[nH]c(C)n3)[C@H](NC(=O)CN(C)C)C2)cc1
[4] CCc1cc(N2CCC3(CC2)CC(c2ccccc2)C(=O)N3)nc(N(C)C)n1 (stereo not given)
[5] CCn1cc(CNc2ccc(-c3ccccc3OC)nn2)cn1
[6] COc1cccc(CN(C(=O)c2ccc(C(C)(C)C)cc2)C2CCS(=O)(=O)C2)c1 (stereo not given)
[7] Cc1cc(C)c(S(=O)(=O)N2CCC(N3CCN(Cc4ccc(F)cc4)C(=O)C3=O)CC2)c(C)c1
[8] COc1cccc2nc(-c3cccs3)nc(NN3C(=O)C=C(C)C3=O)c12
Compound,1,2,3,4,5,6,7,8
SNCA expr inh,8%,35%[activator],26%,-1%,-2%,20%,30%,?
HEK293 viab,-5%,-1%,-6%[12.5 µM],0%,1%,1%,4%,30µM*!
IP6K1 inhibitor,-6,11,1,4,8,1,44,-19
HEK cytotox,-3%,?,1%,?,i,nt,nt,nt
3T3 cytotox,-16%,4%,-13%,-25%,-21%,nt,nt,nt
FLuc inh,-12%,-14%,5%,3%,-20%,nt,nt,nt
GPT2 inh,i,i,i,?,3%,nt,nt,-1%

Some entries already given with just HEK cytotox and HEK293 viab:
No. | mol | HEK cytotox | HEK293 viab
4 | CCc1cc(N2CCC3(CC2)CC(c2ccccc2)C(=O)N3)nc(N(C)C)n1 (stereo not given) | ? | 0%
8 | COc1cccc2nc(-c3cccs3)nc(NN3C(=O)C=C(C)C3=O)c12 | nt | 30µM*!

Continuation.
[9] COc1ccccc1CN1C(=O)C2(CCOCC2)CC1c1nnnn1C(C)(C)C (stereo not given)
[10] CCCCN(CC)CCCNC(=O)c1cc2c(=O)oc3ccc(C)cc3c2s1
[11] c1cc(-c2nnc([C@H]3CCN(Cc4ncc[nH]4)C3)o2)ccn1
[12] O=C(Nc1ccc(Br)cc1F)C1CCN(c2nc3ccccc3[nH]2)CC1
[13] CN(C(=O)CSc1nc2ccc(NC(=O)c3ccc(F)cc3)cc2s1)c1ccccc1
[14] CCN1c2cc(C(=O)NCc3ccccc3C)ccc2C(=O)N2CCCCC21 (stereo not given)
[15] CC[C@H]1OC(=O)[C@H](C)[C@@H](O[C@H]2C[C@@](C)(OC)[C@@H](O)[C@H](C)O2)[C@H](C)[C@@H](O[C@H]2O[C@H](C)C[C@H](N(C)C)[C@H]2O)[C@](C)(O)C[C@@H](C)C(=O)[C@H](C)[C@@H](O)[C@]1(C)O
[16] O=C(NC1CCCCC1)c1ccc2nnc(CC3CC3)n2c1
Compound,9,10,11,12,13,14,15,16
SNCA expr inh,-4%,5%,22%[87.6 µM],-3%,?,2%,nt,26%[87.6 µM]
HEK293 viab,13%,-14%,1%[87.6 µM],3%,?,22%[12.5 µM],-2%[23.9 µM],-6%[87.6 µM]
IP6K1 inhibitor,11,18,-6,-17,-8,-5,-12,0
HEK cytotox,-10%,nt,-1%[172 µM],nt,nt,?,nt,-14%[172 µM]
3T3 cytotox,-16%,nt,0%[138 µM],nt,nt,-24%,nt,-25%[138 µM]
FLuc inh,-4%,nt,-1%[172 µM],nt,nt,2%,nt,nt
GPT2 inh,0%,nt,-6%[88.5 µM],nt,nt,i,-21%[27.3 µM],i

[17] Cc1cccc(CCNC(=O)CCS(=O)(=O)c2cc3c(cc2Cl)NC(=O)CO3)c1
[18] Cc1sc(-c2cc3ccccc3oc2=O)nc1-c1ccc(Cl)cc1
[19] O=C(NC1CCCN(Cc2ccc(-c3cncnc3)cc2)C1)c1ccc(Cl)nc1 (stereo not given)
[20] O=C(NCCCc1ccccc1)C1CCN(C(=O)c2ccc(-c3cccs3)cc2)CC1
[21] O=C(c1cn[nH]c1)N1CCC(c2nc(CCOCC3CCOCC3)no2)C1 (stereo not given)
[22] OC[C@H]1O[C@@H](Oc2ccccc2)[C@H](O)[C@@H](O)[C@@H]1O
[23] Cc1noc(Cn2c(=O)c3cc4c(cc3n(CC(=O)Nc3ccccc3Br)c2=O)OCO4)n1
[24] CNC1(C)C2CCC(C2)C1(C)C (stereo not given)
Compound,17,18,19,20,21,22,23,24
SNCA expr inh,7%,-2%,?,nt,?,nt,1%,6%
HEK293 viab,7%,6%,2%[12.5 µM],nt,6%[12.5 µM],-10%,-13%,?
IP6K1 inhibitor,0,-9,1,0,9,-8,0,-12
HEK cytotox,nt,nt,?,?,-21%,nt,nt,nt
3T3 cytotox,nt,nt,-24%,?,-19%,nt,nt,nt
FLuc inh,nt,nt,nt,nt,-12%,nt,nt,nt
GPT2 inh,nt,nt,i,nt,3%,i,nt,-5%&-2%

Structures from the list above that contain bromine:
[12] O=C(Nc1ccc(Br)cc1F)C1CCN(c2nc3ccccc3[nH]2)CC1
[23] Cc1noc(Cn2c(=O)c3cc4c(cc3n(CC(=O)Nc3ccccc3Br)c2=O)OCO4)n1
Compound,12,23
SNCA expr inh,-3%,1%
HEK293 viab,3%,-13%
IP6K1 inhibitor,-17,0
HEK cytotox,nt,nt
3T3 cytotox,nt,nt
FLuc inh,nt,nt
GPT2 inh,nt,nt

Continued:
[25] COCCOc1ccc2c(n1)CCN(C(=O)Cc1ccccc1)C2
[26] CSc1ccc(Nc2nn(-c3ccc(OC(F)(F)F)cc3)nc2C(C)=O)cc1
[27] CCOc1cccc2sc(N3CCN(C(=O)c4ccco4)CC3)nc12
[28] COc1ccc(Cl)cc1NC(=O)CSc1cn(CC(=O)N2CCCC2)c2ccccc12
[29] COc1ccc(-c2ccc3nc(-c4cccc(Cl)c4)oc3c2)c(OC)c1OC
[30] O=C(Cc1cccc(F)c1)NC1CCN(c2cc(C(F)(F)F)ncn2)CC1
[31] COc1ccc(N2CC(C(=O)NCCc3ccc(Cl)cc3)NC2=O)cc1 (stereo not given)
[32] O=C(C1CCCN1Cc1ccc(-c2cncnc2)cc1)N1CCC(Cc2ccccc2)CC1 (stereo not given)
Compound,25,26,27,28,29,30,31,32
SNCA expr inh,33%[activator],47%[activator],5%,-21%,-7%,0%,10%,-12%
HEK293 viab,2%[12.5 µM],6%,6%,-7%,10%,-6%,4%,-1%
IP6K1 inhibitor,15,-17,7,-15,-4,-16,16,0
HEK cytotox,?,nt,nt,nt,?,-25%,-27%,?
3T3 cytotox,-7%,nt,nt,nt,-18%,?,-9%,?
FLuc inh,0%,nt,nt,nt,?,0%,0%,nt
GPT2 inh,i,nt,nt,nt,?,i,i,i

[33] O=C(Nc1cccc(Cl)c1Cl)c1cc(S(=O)(=O)NCCc2ccccc2)ccc1F
[34] CN1CC(=O)N(c2ccc(Cl)cc2)Cc2c(NCC3CC3)ncnc21
[35] c1ccc(-c2cc(CC3(NCC4CC4)COC3)no2)nc1
[36] C[S+](=O)([O-])NC1CCN(Cc2ccc(-c3ccsc3)cc2)C1 (stereo not given)
[37] O=C(c1ccc(Cl)nc1)N1CCC(C(=O)N2CCC(c3nc4ncccc4[nH]3)CC2)CC1
[38] Cc1ccc(-c2ccc(CN)cc2)c(C)c1
[39] COc1ccc(Cn2cc(C(C(=O)O)N(C)Cc3nnc(C)o3)cn2)cc1 (stereo not given)
[40] CCN(C(=O)CCC(=O)N1CCC(C)(c2noc(-c3ccccn3)n2)CC1)c1ccccc1
Compound,33,34,35,36,37,38,39,40
SNCA expr inh,7%,-23%,-14%[87.6 µM],-13%,26%,4%[87.6 µM],-10%,-3%
HEK293 viab,30%,-8%,-6%[87.6 µM],5%,-3%,?,3%,-12%
IP6K1 inhibitor,14,9,3,2,3,9,3,2
HEK cytotox,nt,1%,-14%[230 µM],?,2%,32µM*,-14%,?
3T3 cytotox,nt,-14%,0%[230 µM],?,-10%,32µM*,-21%,5%
FLuc inh,nt,nt,-4%[230 µM],nt,nt,nt,8%,7%
GPT2 inh,nt,i,-46%[88.5 µM],i,i,-5%[88.5 µM],-17%,-14%

Continued; the last four above are carried over.
[37] O=C(c1ccc(Cl)nc1)N1CCC(C(=O)N2CCC(c3nc4ncccc4[nH]3)CC2)CC1
[38] Cc1ccc(-c2ccc(CN)cc2)c(C)c1
[39] COc1ccc(Cn2cc(C(C(=O)O)N(C)Cc3nnc(C)o3)cn2)cc1 (stereo not given)
[40] CCN(C(=O)CCC(=O)N1CCC(C)(c2noc(-c3ccccn3)n2)CC1)c1ccccc1
[41] CC(=O)Nc1cccc(-c2ccnc(-c3nnc(C)n3CCN3CCOCC3)c2)c1
[42] CN(Cc1ccccc1)C(=O)C1CCN(c2cc(C3CC(O)C3)ncn2)CC1 (stereo not given)
[43] Cn1c(=O)c(=O)n(C)c2cc(S(=O)(=O)CCC(=O)Nc3cccc(C(F)(F)F)c3)ccc21
[44] COCCCn1c(=O)c(C(=O)NCc2ccc(F)cc2)nc2cccnc21
[45] COc1ccc(NC(=O)CN2C(=O)NC3(CCOCC3)C2=O)cc1
[46] COc1ccc(CN2CCC(N3CCOC3=O)CC2)cc1
[47] COc1cc(-c2nc3ccc(Cl)cn3c2Nc2ccc3c(c2)OCCO3)ccc1O
[48] Nc1cccn2nc(-c3ccccc3)nc12
[49] O=C(Nc1cccc(-c2nnc3n2CCCC3)c1)c1ccoc1
Compound,37,38,39,40,41,42,43,44,45,46,47,48,49
SNCA expr inh,26%,4%[87.6 µM],-10%,-3%,-1%[87.6 µM],-15%,35%[activator],-6%,-1%,14%,?,165%[activator],-4%
HEK293 viab,-3%,?,3%,-12%,3%[87.6 µM],-8%,6%,0%,2%,2%,-20%,1%,8%
IP6K1 inhibitor,3,9,3,2,5,25,13,19,34,-5,30,12,18
HEK cytotox,2%,32µM*,-14%,?,-12%[172 µM],?,nt,4%,4%,3%,nt,-18%,7%
3T3 cytotox,-10%,32µM*,-21%,5%,?,-38%,nt,-19%,i,i,nt,?,-11%
FLuc inh,nt,nt,8%,7%,-13%[172 µM],2%,nt,nt,-7%,nt,nt,16µM*,0%
GPT2 inh,i,-5%[88.5 µM],-17%,-14%,-20%[88.5 µM],-3%,nt,?,i,i,nt,-1%,i
